Screens: PubChem, The Scripps Research Institute Molecular Screening Center
M5 ag – agonists of human muscarinic M5 receptor (CHRM5) | P08912 | CHO-K1 hM5 cells, Fluo-8 calcium fluorescence; 0% DMSO wells, 100% maximal acetylcholine response | activation, % at 3 µM | hit rate 0.19% among 360,000 | AID 624037;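 active = activation above the run's mean over test compounds plus 3 SD, cut at about 23% in these data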;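 also: signal is peak over basal fluorescence ratio across the kinetic read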
Target sequence (P08912 whole entry, looked up): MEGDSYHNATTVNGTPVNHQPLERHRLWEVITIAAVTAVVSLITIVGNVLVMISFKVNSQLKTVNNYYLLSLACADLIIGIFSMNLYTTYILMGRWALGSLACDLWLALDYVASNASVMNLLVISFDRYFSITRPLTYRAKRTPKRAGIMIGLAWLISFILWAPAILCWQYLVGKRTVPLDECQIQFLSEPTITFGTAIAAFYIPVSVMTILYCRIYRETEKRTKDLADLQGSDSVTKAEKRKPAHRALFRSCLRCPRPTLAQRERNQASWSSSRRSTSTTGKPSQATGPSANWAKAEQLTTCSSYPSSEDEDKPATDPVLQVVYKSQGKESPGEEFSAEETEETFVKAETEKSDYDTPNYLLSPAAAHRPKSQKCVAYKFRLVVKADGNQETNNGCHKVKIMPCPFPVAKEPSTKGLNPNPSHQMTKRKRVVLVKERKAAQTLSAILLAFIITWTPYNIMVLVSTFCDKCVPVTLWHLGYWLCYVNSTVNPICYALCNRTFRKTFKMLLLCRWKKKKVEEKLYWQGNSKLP
M4 antag – CHRM4 antagonism in calcium assay | CHO-hM4 cells, ACh EC80, Fluo-8 calcium fluorescence | inhibition, % at 3 µM | hit rate 0.73% among 360,000;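 active = inhibition above its plate's cutoff, the mean inhibition of sample wells plus 3 SD, cut at about 27% in these data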;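 also: 0% = acetylcholine EC80 with DMSO and 100% = DMSO without agonist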
Target sequence (P08173 whole entry, looked up): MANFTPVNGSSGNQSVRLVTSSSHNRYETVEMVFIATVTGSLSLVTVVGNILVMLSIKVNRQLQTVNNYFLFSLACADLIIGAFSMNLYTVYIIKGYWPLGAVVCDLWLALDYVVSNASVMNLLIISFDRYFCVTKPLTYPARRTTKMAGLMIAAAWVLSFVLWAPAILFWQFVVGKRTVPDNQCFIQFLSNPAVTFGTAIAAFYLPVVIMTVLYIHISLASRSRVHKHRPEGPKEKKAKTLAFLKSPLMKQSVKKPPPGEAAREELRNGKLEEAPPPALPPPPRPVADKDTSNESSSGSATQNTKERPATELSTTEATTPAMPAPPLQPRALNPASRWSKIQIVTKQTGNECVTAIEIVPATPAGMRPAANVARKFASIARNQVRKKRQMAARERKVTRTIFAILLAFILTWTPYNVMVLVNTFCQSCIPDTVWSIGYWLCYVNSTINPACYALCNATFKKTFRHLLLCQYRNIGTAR
CHRM5 PAM – CHRM5 positive allosteric modulation; hit rate 0.3% among 360,000; P08912; AID 624038; CHO-K1 hM5, Fluo-8 calcium, ACh EC20 PAM; 0% = ACh EC20, 100% = ACh EC100; activation, % at 3 µM;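 active = activation above the run cutoff, the mean activation of all test compounds plus 3 SD, cut at about 18% in these data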
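Probe or stimulus: acetylcholine, EC20 level; Assay system: human M5 receptor in CHO-K1 cells; Schedule: compound preincubation 140 s before EC20 acetylcholine addition; Technique: intracellular calcium via Fluo-8 fluorescence; Dosing: single-point, 3 µM nominal; Read-out basis: percent activation from peak-over-basal fluorescence ratio, scaled EC20-to-EC100 acetylcholine; Repeats: one well per compound, no replicates.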
CHRM5 antagonist – CHRM5 antagonism in calcium assay. P08912. CHO-hM5 cells, Fluo-8 calcium fluorescence, ACh EC80. inhibition, % at 3 µM. hit rate 0.59% among 360,000;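 active = inhibition above a per-plate cutoff, the mean of that plate's test compounds plus 3 SD, cut at about 27% in these data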;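 also: 0% = acetylcholine EC80 with DMSO and 100% = DMSO without agonist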
CHO-K1 Ca ag – nonselective activator or artifact in parental CHO-K1 cells; activation, % at 3 µM; hit rate 0.48% among 360,000; AID 602248; Fluo-8 calcium fluorescence; scaled to maximal ATP response, vehicle zero; in the data active = activation above about 15%;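 also: untransfected CHO-K1 host cells lacking M1 receptor as counterscreen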
M4 PAM – positive allosteric modulators of human muscarinic M4 receptor. P08173. activation, % at 3 µM. AID 624126. hit rate 0.4% among 360,000. CHO-K1 hM4/Gqi5, Fluo-8 calcium fluorescence, ACh EC20; 0% = ACh EC20, 100% = maximal ACh;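 active = activation above its plate's cutoff, the mean activation of sample wells plus 3 SD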; also: some results filed as inactive read as strong as hits
CHO-K1 Ca PAM – nonselective activator or artifact in parental CHO-K1 calcium assay; activation, % at 3 µM; ATP EC20, Fluo-8 calcium fluorescence; 0% at ATP EC20, 100% at ATP max; AID 602247; hit rate 0.02% among 360,000;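 active = activation above the run cutoff, the mean activation of all test compounds plus 3 SD, cut at about 40% in these data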;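 also: peak over basal fluorescence ratio in a 140 s read after ATP addition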
M4 ag – CHRM4 agonism in calcium assay; P08173; CHO-K1 hM4/Gqi5, Fluo-8 calcium fluorescence; vehicle 0%, full acetylcholine response 100%; activation, % at 3 µM; hit rate 0.14% among 360,000;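 active = activation above the run mean over all test wells plus 3 SD, cut at about 32% in these data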;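 also: peak over basal fluorescence ratio per well then scaled between controls; 0% = DMSO wells and 100% = acetylcholine at EC100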
CHO-K1 Ca antag – counter-screen for M1 antagonists: effect in parental CHO-K1 cells; ATP-induced calcium, Fluo-8 fluorescence; inhibition, % at 3 µM; hit rate 0.6% among 360,000; AID 602250;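 active = inhibition above a per-plate cutoff, the plate's mean sample inhibition plus 3 SD, cut at about 24% in these data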;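 also: 0% = DMSO plus EC80 ATP and 100% = DMSO alone without ATP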
Active calls of the source: *; . = not tested or not shown; & = joins results of further samples.

Start of the data: the first 12 entries as a preview:
Order of results – M5 ag	M4 antag	CHRM5 PAM	CHRM5 antagonist	CHO-K1 Ca ag	M4 PAM	CHO-K1 Ca PAM	M4 ag	CHO-K1 Ca antag
1	O=C(COC(=O)c1cc2ccccc2oc1=O)Nc1cccc(S(=O)(=O)N2CCCCCC2)c1
→ -1	5	3	4	-0.6	5	8	0	11
2	COc1ccc(C)cc1Nc1n[n+](-c2ccccc2)c(-c2ccc(N(C)C)cc2)s1
→ -1	12	-13	12	0.5	0	-20	5	4
3	Cc1ccc(C(=O)Nc2sc3c(c2C(=O)O)CCCC3)o1
→ -4	-2	0	-6	-0.2	-1	4	0	-6
4	CCOC(=O)c1cnc(SC)nc1Oc1cccc(NS(=O)(=O)c2ccc(F)cc2)c1
→ -8	-1	11	-4	0.7	7	8	0	-5
5	CC1CCCN(C(=O)CN(c2ccccc2)S(=O)(=O)c2ccc(F)cc2)C1 (stereo unspecified)
→ -1	-3	-8	1	0.1	-4	-14	0	-5
6	Cc1ccc(S(=O)(=O)N2CCC(C(=O)OCC(=O)N3CCc4ccccc43)CC2)cc1
→ -2	1	-12	13	0.3	1	4	2	-11
7	Cc1cccc(C)c1NC(=O)c1cn(-c2ccccc2)nc1-c1ccccc1
→ -5	-14	-3	2	-0.4	13	12	2	4
8	Cc1cccc(C)c1NC(=O)CN(C)CC(=O)Nc1ccc(F)c(Cl)c1
→ 8	-10	-3	7	3.3	0	-14	5	-9
9	CCOc1ccccc1N(CC(=O)N1CCCCCC1)S(=O)(=O)c1ccc(C)cc1
→ -1	1	0	-5	-0.4	-1	-2	0	-3
10	C[C@H](O)[C@@H]1C(=O)N2CCc3c([nH]c4ccccc34)[C@@H]2C[C@@H]1N(C)C(=O)c1ccco1
→ 5	1	2	-6	0.3	0	3	4	8
11	COc1cc(Br)cc(Br)c1OCC(=O)N/N=C/c1c(C)n(C)n(-c2ccccc2)c1=O
→ -3	-7	0	-2	2.5	5	14	0	-3
12	COc1cccc(C(O)c2nc(-c3cccc(CO)c3)cs2)c1 (stereo unspecified)
→ 3	-3	-1	-5	2.8	2	19	3	-4

The listing, previewed entries included:
Order of results – M5 ag	M4 antag	CHRM5 PAM	CHRM5 antagonist	CHO-K1 Ca ag	M4 PAM	CHO-K1 Ca PAM	M4 ag	CHO-K1 Ca antag
1	O=C(COC(=O)c1cc2ccccc2oc1=O)Nc1cccc(S(=O)(=O)N2CCCCCC2)c1
→ -1	5	3	4	-0.6	5	8	0	11
2	COc1ccc(C)cc1Nc1n[n+](-c2ccccc2)c(-c2ccc(N(C)C)cc2)s1
→ -1	12	-13	12	0.5	0	-20	5	4
3	Cc1ccc(C(=O)Nc2sc3c(c2C(=O)O)CCCC3)o1
→ -4	-2	0	-6	-0.2	-1	4	0	-6
4	CCOC(=O)c1cnc(SC)nc1Oc1cccc(NS(=O)(=O)c2ccc(F)cc2)c1
→ -8	-1	11	-4	0.7	7	8	0	-5
5	CC1CCCN(C(=O)CN(c2ccccc2)S(=O)(=O)c2ccc(F)cc2)C1 (stereo unspecified)
→ -1	-3	-8	1	0.1	-4	-14	0	-5
6	Cc1ccc(S(=O)(=O)N2CCC(C(=O)OCC(=O)N3CCc4ccccc43)CC2)cc1
→ -2	1	-12	13	0.3	1	4	2	-11
7	Cc1cccc(C)c1NC(=O)c1cn(-c2ccccc2)nc1-c1ccccc1
→ -5	-14	-3	2	-0.4	13	12	2	4
8	Cc1cccc(C)c1NC(=O)CN(C)CC(=O)Nc1ccc(F)c(Cl)c1
→ 8	-10	-3	7	3.3	0	-14	5	-9
9	CCOc1ccccc1N(CC(=O)N1CCCCCC1)S(=O)(=O)c1ccc(C)cc1
→ -1	1	0	-5	-0.4	-1	-2	0	-3
10	C[C@H](O)[C@@H]1C(=O)N2CCc3c([nH]c4ccccc34)[C@@H]2C[C@@H]1N(C)C(=O)c1ccco1
→ 5	1	2	-6	0.3	0	3	4	8
11	COc1cc(Br)cc(Br)c1OCC(=O)N/N=C/c1c(C)n(C)n(-c2ccccc2)c1=O
→ -3	-7	0	-2	2.5	5	14	0	-3
12	COc1cccc(C(O)c2nc(-c3cccc(CO)c3)cs2)c1 (stereo unspecified)
→ 3	-3	-1	-5	2.8	2	19	3	-4
13	CC(C)NC(=O)C1(C)CCN1Cc1ccc(C(F)(F)F)cc1 (stereo unspecified)
→ -1	-8	0	2	0.5	6	5	0	-3
14	Cc1noc(NS(=O)(=O)c2ccc(N3Cc4ccccc4C3=O)cc2)c1C
→ -1	-1	-4	9	-0.2	4	-8	0	5
15	CCCc1ccc(-c2cc(N)n[nH]2)cc1
→ -3	-2	-2	-2	0.1	5	9	-1	-7
16	O=C(NC1CCCC1)c1cc2nc(-c3ccccc3)cc(-c3ccccc3)n2n1
→ 0	-1	1	5	0.3	1	16	1	-13
17	O=C(Nc1ccccn1)c1ccc(Cl)c(S(=O)(=O)N2CCCCCC2)c1
→ 0	-6	-8	8	2.0	-1	-4	8	-6
18	Cc1cc(OCC(=O)Nc2cccnc2)c2c(C)cc(=O)oc2c1
→ -2	4	2	0	0.3	-4	24	2	-6
19	CC1CCCCN1S(=O)(=O)c1ccc(C(=O)N2CCOCC2)cc1 (stereo unspecified)
→ -1	0	0	1	0.2	-1	3	1	-11
20	CCCc1nnc(SCC(=O)N2CCCC2)n1Cc1ccco1
→ -4	-2	-3	2	0.5	-2	13	1	-9
21	CC(C)CCC1(CCNC(C)c2cccs2)CCOC(C)(C)C1 (stereo unspecified)
→ -5	-4	2	2	0.3	-12	-3	2	-12
22	CCN1CCN(Cc2ccc(NC(=O)c3cc(NC(=O)c4cnnc5ccccc45)cc(OC)c3)cc2C(F)(F)F)CC1
→ -2&-1	-13&-5	-2&2	5&7	0.7&-0.1	6&9	12&17	0&0	-11&-15
23	CCNc1nc(NC(C)C)nc(N(C#N)Cc2ccccc2)n1
→ 0	-2	5	-6	16*	2	13	6	-3
24	COC(=O)[C@@]12C[C@@H](CC(=O)N3CCN(C(=O)c4ccco4)CC3)C(=O)N(Cc3cccc4ccccc34)C1=CCC(C)(C)C2
→ 9	3	2	5	.	-5	.	12	.
25	COc1ccc(-c2cc3nc(NCCN4CCCC4)n(C)c(=O)c3s2)cc1OC
→ 0	-4	0	2	0.5	-1	-4	0	-12
26	Oc1ccc(/C=N/n2c(COc3ccccc3)n[nH]c2=S)cc1O
→ 2	1	-8	9	5.5	-10	1	17	3
27	NNC(=O)C1=NOC(CNc2ncc(C(F)(F)F)cc2Cl)C1 (stereo unspecified)
→ 2	-2	-6	-1	0.4	1	7	1	-8
28	CC1CC(NC2=NCCS2)CC(C)(C)C1 (stereo unspecified)
→ -14	-15	11	-14	0.2	-5	-15	1	23
29	O=C1CC(NNc2ccccc2)C(=O)N1c1ccc(N2CCCCC2)cc1 (stereo unspecified)
→ 2	3	-2	12	6.1	-2	8	4	-7
30	O=C(NCc1cccc(Cl)c1)C1CCCO1 (stereo unspecified)
→ 4	4	12	0	1.3	-6	17	0	-15
31	NNc1nc2ccc(F)cc2s1
→ -4	4	3	-5	0.9	0	29	0	-12
32	N#Cc1ccccc1C[C@H](N)C(=O)NC[C@H]1O[C@@H](n2ccc(N)nc2=O)[C@H](O)[C@@H]1O
→ 2	-13	5	0	0.6	3	-1	1	-3
33	N#Cc1c(-c2ccccc2)nc(-c2ccccc2)nc1N1CCOCC1
→ -2	7	-4	4	0.1	-1	3	1	0
34	CCCn1c(NC(=O)CCNC(=O)c2ccccc2Cl)nc2ccccc21
→ 1	6	-1	6	1.6	3	-15	4	-16
35	COc1ccc(-c2c(C)nn3c(C)cc(C)nc23)cc1
→ 0	-3	8	-10	-1.2	3	9	-2	-3
36	COCCOC(=O)C1=C(C)OC(N)=C(C#N)C1c1cc2cccc(C)c2nc1Cl (stereo unspecified)
→ -2	3	-10	-1	0.5	-2	-10	10	12
37	Nn1c(SCc2cccc(Cl)c2)nnc1-c1ccncc1
→ -3	5	-2	9	0.8	-1	7	1	-5
38	Cc1cccc(NC(=S)NC(=O)c2ccc(Br)o2)c1C
→ -1	-3	-4	-5	1.3	-4	-7	1	-7
39	CCCCn1c(=O)cc(N2CCOCC2)[nH]c1=O
→ 2	-11	5	-4	0.7	7	21	1	-22
40	COC(=O)[C@]1(CC(C)C)N[C@H](c2ccc(-c3ccccc3)cc2)[C@@H]2C(=O)N(C)C(=O)[C@@H]21
→ 1	10	4	-1	0.2	-4	-15	0	-5
41	O=C(c1ccco1)N1CCN(C(=O)C2CC(c3ccc(F)cc3)=NO2)CC1 (stereo unspecified)
→ 0	-19	-5	1	0.6	18	17	-1	-2
42	O=C(NNS(=O)(=O)c1ccccc1)c1cc2cc3ccccc3nc2s1
→ -7	-1	-6	1	2.5	5	13	5	-11
43	Cc1cccc(C)c1-n1nnnc1C1(C)CCC(=O)N1C1CCN(Cc2ccccc2)CC1 (stereo unspecified)
→ 2	0	-9	-1	-0.8	-2	-8	-1	-6
44	CC(=O)c1ccc(S(=O)(=O)N2CCN(CC(=O)NC(=O)NC3CCCCC3)CC2)cc1
→ 4	8	-9	12	3.7	-3	-22	9	4
45	COc1cc(/C=C2\SC(=S)N(CCCCC(=O)O)C2=O)ccc1OS(=O)(=O)c1ccc(C)cc1
→ 6	0	2	12	6.8	3	2	4	-3
46	COc1cc(C2NC(=S)NC3=C2CCc2ccccc23)cc(OC)c1OC (stereo unspecified)
→ -7	2	-17	10	0.8	3	12	1	-6
47	CC(=O)OC1(C(C)=O)CCC2C3CC4OC45CC(O)CCC5(C)C3CCC21C (stereo unspecified)
→ -2	-10	2	12	0.3	5	12	0	-9
48	CC(Cc1ccco1)NC(=O)c1cccc(S(=O)(=O)N(C)C)c1 (stereo unspecified)
→ -1	-8	0	3	2.4	6	18	1	-17
49	CC(NC(=O)COC(=O)C1CCN(c2ccc(C(F)(F)F)cn2)CC1)c1ccccc1 (stereo unspecified)
→ 4	-9	-5	-6	6.2	-2	14	12	-14
50	Cc1sc(-n2c(C)cc(/C=C3\SC(=S)NC3=O)c2C)c(C#N)c1C
→ -4	4	-10	7	1.9	-11	-3	0	8
51	O=C(O)c1ccc(NS(=O)(=O)c2cccc(C(=O)Nc3cccc(C(=O)O)c3)c2)cc1
→ -2	5	0	6	1.6	4	10	1	-9
52	O=C(COC(=O)C1=COCCO1)Nc1cccc(S(=O)(=O)N2CCOCC2)c1
→ -1	-5	5	-1	1.4	7	24	2	-8
53	CCOC(=O)C1=C(CN2CCN(C(=O)c3ccco3)CC2)NC(=O)NC1c1ccc(C)cc1 (stereo unspecified)
→ -2	5	9	2	0.2	-9	22	2	-18
54	CC(=O)NCCNC(=O)CNC(=O)c1ccc(Cl)cc1
→ -2	2	4	0	-0.6	5	-9	1	9
55	CCn1nc(NC(=O)c2ccncc2)c2cc3cc(C)ccc3nc21
→ -6	-17	-5	-8	-0.6	5	-2	1	-8
56	O=C1N=C(N2C=CC(=C3C=CNC=C3)C=C2)/C(=C/N=NC(=O)c2ccccc2)S1
→ -3	-15	-3	13	0.4	10	16	2	-14
